High-throughput results: PubChem BioAssay, National Center for Advancing Translational Sciences (NCATS)
TSHR antag: antagonists of human thyroid stimulating hormone receptor; activity change, negative = inhibition, % at 11.5 µM; AID 504810; TSHR-expressing cells, TSH-stimulated cAMP HTRF, 2 h; stronger effect = lower value; P16473; 0.2% of 330,000 active;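 active = activity change below a set negative limit, meaning inhibition stronger than a set level, cut at about -70% in these data; inconclusive = activity change between two set negative limits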; note: % is set by controls: 0 for no effect and ±100 for the full control effect
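Antagonism was scored as loss of TSH-driven cAMP in TSHR cells, stimulated with 4nM TSH (EC80) for 2 hours at 37 deg C and detected by homogeneous HTRF competition immunoassay.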
Chronic BCR inh: chronic active BCR signaling inhibition; ABC-DLBCL IkBa-CBG/CBR reporter, luminescence ratio, 4 h; Potency, µM (titrated, usually from 46.1 µM), without a hit: at the top dose ratio change, negative = lower green/red ratio, most hits filed as inhibitors; 0.05% of 340,000 active; AID 493014; active = well fitted inhibition curve with a large enough effect in the signal ratio, with a control signal flat, not every such curve was filed as active; inconclusive = small, poorly fitted or top-dose-only effect, or effect the other way, or a change in a side signal; the % refers to the signal ratio;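 note: potency is the fitted concentration of half-maximal effect; plate controls were basal doxycycline-induced cells for no effect and cells given 10 µM MG132 for full effect; MG132 reads +100%, hits lower the ratio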
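Compounds up to 46 uM were incubated four hours with TMD8 cells whose green CBG68 luciferase is fused to IkappaBalpha; red CBR luminescence normalised the signal, and concentration-effect curves were fitted to fusion, red and ratio data.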
a7 integrin act: integrin-mediated muscular dystrophy alleviation activation. alpha7betagal myoblasts, beta-gal FDG fluorescence, 48 h. Potency, µM (top dose mostly 38.3 µM), without a hit: at the highest dose activation, actives largely listed as activators. 0.064% of 350,000 active;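 note: potency is the fitted concentration of half-maximal effect; 100% = response of the positive control SU9516; nearly all actives have a fitted effect of over 60% in size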
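alpha7betagal+/- myoblasts (passage 13, 250/well) treated 48 h at 37C with compounds at 1:260 dilution of DMSO stock. Lysed, then beta-galactosidase activity read as FDG fluorescence (ex 480/em 540) after 30 min, with pre-read for autofluorescence.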
Mito fusion act: blocks mitochondrial division or promotes mitochondrial fusion; S. cerevisiae fusion-defective mutant growth rescue, CellTiterGlo 48 h; Potency, µM (series often up to 46.1 µM), without a hit: top-dose growth rescue (activation), actives largely listed as activators; 0.23% of 320,000 active;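 note: potency is the fitted concentration of half-maximal effect; % of control where 0% means no effect; nearly all actives have a fitted effect of over 45% in size; temperature-sensitive fusion mutants such as fzo1-1 at 37 °C on non-fermentable ethanol glycerol medium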
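Growth-rescue viability read-out: after 48 h at the non-permissive 37C in glycerol/ethanol YPEG, yeast mitochondrial fusion mutants are measured by CellTiterGlo luminescence; compounds (23 nl pinned per well) restoring growth score as division inhibitors or fusion activators.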
TSG101-PTAP inh: blocks PTAP/TSG101 interaction to inhibit HIV-1 budding. Fluorescence polarization, FITC-PTAP peptide / Tsg101 binding. 340,000 tested, under 10 active. AID 493005. Potency, µM (series often up to 115 µM), for inactives: at the highest dose activity change, negative = inhibition, usual class: inhibitors; active = well fitted inhibition curve with a large enough effect in the main read-out, with a control signal flat, not every such curve was filed as active; inconclusive = small, poorly fitted or top-dose-only effect, or effect the other way, or a change in a side signal; inactive = no such curve, though single readings can be large or run the other way; note: potency is the fitted concentration of half-maximal effect; % of control where 0% means no effect
Target sequence (Q99816 whole entry, looked up): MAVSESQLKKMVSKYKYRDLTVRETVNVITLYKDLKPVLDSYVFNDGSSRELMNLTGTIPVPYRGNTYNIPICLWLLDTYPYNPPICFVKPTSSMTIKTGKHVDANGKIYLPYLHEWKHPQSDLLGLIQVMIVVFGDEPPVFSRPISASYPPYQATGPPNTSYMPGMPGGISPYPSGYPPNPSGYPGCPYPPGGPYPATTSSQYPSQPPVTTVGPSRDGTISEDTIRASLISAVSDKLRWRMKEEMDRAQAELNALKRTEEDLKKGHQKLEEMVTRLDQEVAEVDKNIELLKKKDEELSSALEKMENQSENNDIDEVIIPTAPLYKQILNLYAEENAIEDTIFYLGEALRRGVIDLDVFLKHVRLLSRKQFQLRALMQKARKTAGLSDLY
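Steps: Tsg101 binding domain dispensed (10 uM final), compounds pinned in DMSO, FITC-labeled PTAP-motif peptide added (50 nM final); after 20 min binding at room temperature, polarization measured.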
AT treatment: potential ataxia-telangiectasia treatment. […] A-T fibroblasts, KAP-1 phosphorylation AlphaLISA; neocarzinostatin DNA damage 30 min before lysis. Potency, µM (highest dose often 57.5 µM), for inactives: at the highest dose activation, actives largely listed as activators. 0.19% of 320,000 active; note: potency is the fitted concentration of half-maximal effect; % of control where 0% means no effect; nearly all actives have a fitted effect of over 45% in size
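hTERT-immortalized A-T patient fibroblasts ([…]), 500 cells/well in OPTI-MEM, 1% FBS, got compounds for 60 min, then NCS for 30 min at 37C. Lysates were then assayed for phospho-KAP-1 by AlphaLISA (anti-pKAP1 donor, anti-KAP1 acceptor beads), 6 hr at 25C.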
TCR activator: T cell receptor activation | primary human leukocytes, anti-CD3, IL-2 HTRF, 48 h | Potency, µM (highest dose often 9.22 µM), for inactives: at the top dose activation of IL-2 secretion, actives largely listed as activators | 330,000 tested, under 10 active; note: % of control where 0% means no effect
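IL-2 release read by HTRF sandwich (Eu cryptate donor, d2 acceptor, 665 nm emission) after 48 hr exposure of primary human leukocytes to compound together with anti-CD3 beads in the absence of co-stimulatory signals.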
Tb PFK inh: blocks T. brucei phosphofructokinase. O15648. T. brucei PFK, ADP-Glo luminescence. Potency, µM (doses to about 57.5 µM), without a hit: at the top dose activity, negative = inhibition, usual class: inhibitors. 0.17% of 330,000 active. AID 485367;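 note: potency is the fitted concentration of half-maximal effect; 0% = uninhibited 1x PFK enzyme wells and -100% = no-enzyme wells; nearly all actives have a fitted effect of over 60% in size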
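Compounds were pin-transferred as a titration series up to 57 uM into substrate buffer (0.5 mM F6P, 0.1 mM ATP, pH 8.0), then 1.25 nM PFK was added and reactions ran 45 min before ADP-Glo detection.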
ASM inhibitor: human S-ASM enzyme inhibition | placental ASM, HMU-PC fluorogenic substrate, 60 min | Potency, µM (top dose mostly 57.5 µM), without a hit: top-dose activity change, negative = inhibition, usual class: inhibitors | 0.006% of 340,000 active | AID 504937; note: potency is the fitted concentration of half-maximal effect
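Human placenta-derived ASM preincubated with compound 10 min at room temperature, then reacted with 9 uM (final) fluorogenic HMU-PC substrate for 60 min at 37 C. Stop solution raises pH to 10; fluorescence read at Ex 386/Em 447 nm.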
Eya2 phos inh: blocks the phosphatase activity of human Eya2. O00167. recombinant Eya2, OMFP fluorescence dephosphorylation (OMFP is methylfluorescein phosphate). Potency, µM (titrated, usually from 76.9 µM), inactives show at the highest dose activity, negative = inhibition, actives largely listed as inhibitors. 0.006% of 330,000 active; note: potency is the fitted concentration of half-maximal effect; % is set by controls: 0 for no effect and ±100 for the full control effect
Target sequence (O00167 whole entry, looked up): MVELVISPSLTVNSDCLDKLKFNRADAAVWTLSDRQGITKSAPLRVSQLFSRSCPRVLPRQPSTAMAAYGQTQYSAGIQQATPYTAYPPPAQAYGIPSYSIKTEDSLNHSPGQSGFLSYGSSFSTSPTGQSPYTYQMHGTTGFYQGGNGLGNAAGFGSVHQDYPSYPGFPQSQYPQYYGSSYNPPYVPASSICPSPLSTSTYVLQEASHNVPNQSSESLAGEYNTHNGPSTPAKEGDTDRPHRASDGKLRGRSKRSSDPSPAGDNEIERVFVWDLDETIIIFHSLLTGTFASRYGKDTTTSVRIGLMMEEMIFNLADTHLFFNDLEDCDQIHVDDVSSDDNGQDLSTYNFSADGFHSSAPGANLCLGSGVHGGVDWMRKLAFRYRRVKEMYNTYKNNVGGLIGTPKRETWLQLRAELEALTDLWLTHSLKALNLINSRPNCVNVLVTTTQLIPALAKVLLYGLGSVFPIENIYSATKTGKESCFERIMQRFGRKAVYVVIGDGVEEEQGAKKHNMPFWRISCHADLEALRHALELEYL
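Eya2 protein (added as 0.2 uM solution) was preincubated with compound for 10 min at ambient temperature in 50 mM HEPES pH 7.5, 50 mM NaCl, 5 uM MgCl2, 0.05% BSA, 1 mM DTT. OMFP (added at 50 uM) then reacted 10 min; fluorescence read at 485/525 nm.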
ELG1 DNA repair: blocks ELG1-dependent DNA repair in HEK293T cells; HEK293T ELG1-luciferase reporter, luminescence, 16 h; DNA damage induced by 5-fluorouridine; Potency, µM (series often up to 46.1 µM), for the others: at the highest dose activity change, negative = inhibition, hits mostly inhibitors; 2.3% of 330,000 active; note: potency is the fitted concentration of half-maximal effect; % is set by controls: 0 for no effect and ±100 for the full control effect; nearly all actives have a fitted effect of over 55% in size
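HEK293T cells expressing luciferase-tagged ELG1 (2,000/well) received 5-Fluorouridine plus compound or DMSO for 16 hr at 37 °C. Luciferase was read by ONE-Glo luminescence after 30 min at room temperature.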
An asterisk follows results filed as active; i = inactive; ? = inconclusive; / = not tested or not shown; [ ] = remark or other dose. Unless noted, calls come from the whole dose curve; as a rule, active = well fitted curve in the direction sought with a large enough effect; inconclusive = small, poorly fitted or top-dose-only effect, or another doubt; inactive = no such curve, though single readings can be large; an effect the other way counts as inactive or inconclusive.

Each structure is followed by: AT treatment	TSHR antag	a7 integrin act	ELG1 DNA repair	Mito fusion act	Tb PFK inh	TCR activator	Chronic BCR inh	TSG101-PTAP inh	Eya2 phos inh	ASM inhibitor
> COC(=O)[C@]1(C)N[C@H](c2ccc(-c3ccc(Cl)c(Cl)c3)c(OC)c2)[C@@H]2C(=O)N(C)C(=O)[C@@H]21
    -1%	1	-38%	?	29%	0%	8%	1%	-2%	9%	-19%
> C/C(=N\NC(=O)c1ccc(CN2CCc3ccccc3C2)cc1)c1ccccc1O
    -3%	-36	-42%[inhibitor]	3.3µM*	-1%	-3%	8%	?	0%	-15%	28%
> Cc1ccc(NC(=O)c2ccc(Cl)c(N3C(=O)C=CC3=O)c2)cc1
    -11%	-44	-61%[inhibitor]	13%	-3%	?	7%	?	-7%	?	1%
> CCc1ccc(C(=O)NNC(=O)CCC2CCCCC2)cc1
    0%	-12	4%	19%	-4%	-3%	2%	2%	-3%	-15%	-1%
> Cc1cc(OC(=O)c2cc(Br)ccc2Cl)c([N+](=O)[O-])c(=O)[nH]1
    1%	2	-2%	6%	0%	-2%	-3%	-10%	-6%	-6%	5%
> Cc1nn(CC(=O)NCc2ccccc2F)c(C)c1[N+](=O)[O-]
    5%	-1	40%	9%	-5%	-4%	-6%	0%	-3%	-3%	3%
> CCOc1ccccc1C(=O)NCC(=O)NCCc1ccc(S(N)(=O)=O)cc1
    3%	27	37%	12%	9%	4%	4%	0%	-2%	-2%	5%
> COc1ccc(C(=O)Nc2ccncc2)cc1[N+](=O)[O-]
    9%	52	-21%	13%	2%	2%	5%	-11%	-2%	3%	4%
> CCOc1ccc(NC(=S)NC(=O)c2c(Br)cnn2C)c([N+](=O)[O-])c1
    -2%	1	16%	24%	?	0%	6%[46.1 µM]	?	-1%	-7%	-8%
> Cc1ccc(-n2c(=O)c3sccc3n(CC(=O)NC3CCCCC3)c2=O)cc1
    1%	8	-31%	15%	3%	0%	2%	?	-7%	-4%	2%
> CCCC/C(C)=N/NC(=O)CN(c1ccc(Br)cc1)S(=O)(=O)c1ccccc1
    -5%	-3	-6%	5%	1%	3%	11%[46.1 µM]	0%	-5%	-12%	4%
> O=C(CN1CCCCCC1)NCCc1ccc(F)cc1
    10%	8	-8%	1%	0%	-1%	-6%	-2%	-9%	1%	2%
> Cc1ccc(S(=O)(=O)CCN2CCC(O)(c3ccccc3)CC2)cc1
    -2%	19	-12%	-6%	4%	4%	-9%	-3%	-7%	4%	3%
> CCc1ccc(C2=NN(c3ccc(S(N)(=O)=O)cc3)C(c3ccc(F)cc3)C2)cc1 (stereo not given)
    ?	3	-48%[inhibitor]	-12%	-30%[inhibitor]	0%	-3%	0%	0%	-5%	i
> CCOC(=O)[C@H]1[C@H]2COc3ccc(OC)cc3[C@H]2N2C(=O)CNC(=O)[C@@]12C
    -8%	31	24%	5%	-9%	0%	5%	-1%	1%	1%	0%
> Cn1c(Cn2nnc(-c3ccccc3)n2)nnc1SCc1ccccc1Cl
    9%	6	-29%	3%	22%	-4%	6%	?	-1%	-13%	-1%
> CCOc1ccc(S(=O)(=O)NNC(=O)c2cc3ccccc3o2)cc1
    -7%	5	16%	-1%	2%	14%	-1%[46.1 µM]	-6%	0%	-7%	0%
> Cc1cc(=O)n(CC(=O)O)c2ccccc12
    0%	-3	-7%	?	-3%	-2%	-3%	-15%	0%	6%	2%
> Cc1cc(=O)[nH]c(SCc2cccc(Br)c2)n1
    24%	-17	11%	6%	16%	-26%	-2%	-11%	-2%	1%	5%
> CCOCCCNc1nc(C(F)(F)F)nc2c1nnn2Cc1ccccc1Cl
    7%	-10	17%	18µM*	-13%	-3%	-7%	-7%	1%	-20%	-6%
> CC#CC(=O)NC1CCCN(C2Cc3ccccc3C2)C1 (stereo not given)
    6%	2	10%	1%	0%	-5%	/	4%	-3%	7%	0%
> COC(=O)c1ccc(COc2ccc(C3C4=C(CCCC4=O)Nc4onc(C)c43)cc2)cc1 (stereo not given)
    -7%	-11	8%	-15%	0%	0%	-8%	?	3%	7%	92%[activator]
> Cc1ccc(NC2=C(Cl)C(=O)OC2OC(=O)c2ccco2)cc1 (stereo not given)
    /	-11	-32%	-1%	-2%	1%	-1%	?	-10%	-8%	-1%
> O=C(CN1CCN(S(=O)(=O)c2ccccc2F)CC1)N1CCc2ccccc2C1
    8%	-9	13%	-1%	/	-19%	-3%[46.1 µM]	3%	0%	5%	19%
> CC(C)(C)c1nnc2sc(SCC(=O)c3ccc4c(c3)OCCO4)nn2c1=O
    -4%	1	-20%	?	5%	-1%	/	10%	-7%	-5%	3%
> COc1c(F)c(F)c(C(=O)Nc2ccc(NC(=O)c3ccco3)cc2)c(F)c1F
    8%	-2	10%	7%	1%	-2%	-1%	?	2%	-27%	-7%
> CCN(CC(=O)Nc1ccc(S(N)(=O)=O)cc1)S(=O)(=O)c1cc(C)ccc1OC
    9%	20	-9%	0%	-2%	-8%	-5%	-3%	-2%	-19%	1%
> Cc1cccnc1NC(=O)C(C)Oc1ccccc1 (stereo not given)
    18%	-2	0%	0%	4%	1%	-1%	?	-4%	-4%	-3%
> O=C(NCC(=O)N1CCN(C(=O)c2ccccc2)CC1)c1ccccc1
    10%	-4	15%	?	-5%	-7%	-3%	-3%	1%	8%	-1%
> O=C(c1ccco1)N1CCN(c2ncccn2)CC1
    18%	-2	-5%	?	1%	-2%	10%	6%	2%	-7%	5%
> O=C1CCC(C(=O)OCC(=O)Nc2cc(Cl)ccc2F)=NN1
    4%	-6	10%	16%	/	-2%	-12%[46.1 µM]	0%	-3%	-13%	1%
> COc1ccc(S(=O)(=O)Nc2cccc3c2O[C@@H](CN(C)Cc2ccc(C(=O)O)cc2)[C@@H](C)CN([C@H](C)CO)C3=O)cc1
    -3%	-4	-7%	11%	/	5%	-7%	-1%	-5%	-10%	3%
> Cc1cc(NCc2ccccc2)nc(-c2ccccc2O)n1
    ?	-21	-23%	-4%	10%	0%	-5%	15%	-1%	-1%	22%
> N#Cc1ccsc1NC(=O)c1ccc(Cl)c([N+](=O)[O-])c1
    30%	-15	-2%	?	-1%	0%	4%	19%	2%	-1%	3%
> CCCS(=O)(=O)N1CCCC(C(=O)N2CCN(c3ccccc3)CC2)C1 (stereo not given)
    -3%	2	-20%	2%	-1%	0%	1%	-2%	-2%	0%	0%
> O=C(NCCOc1ccc(F)cc1)C1CCC(=O)N(CCc2ccccn2)C1 (stereo not given)
    5%	-12	-1%	7%	-3%	?	-1%	5%	1%	9%	/
> CCOc1ccc(NS(=O)(=O)c2ccc(-c3cnc(C4CC4)o3)cc2)cc1
    21%	13	-24%	?	-11%	-4%	-5%	-18%	-5%	-1%	?
> Cc1nc2ccccn2c1C(=O)N=Nc1c(O)[nH]c2ccccc12
    3%	33	-24%	11%	4%	-1%	-5%[46.1 µM]	6%	0%	2%	-1%
> Cc1ccc2nc(NC(=O)COC(=O)c3ccco3)sc2c1
    /	/	-1%	/	0%	/	14%	/	-6%	/	1%
> O=C(NCc1cccs1)C1CCCN1C(=O)Nc1ccc(Cl)cc1 (stereo not given)
    5%	2	/	-3%	-1%	-6%	/	-3%	/	-8%	/
> CC[C@]1(C(=O)OC)[C@H]2C(=O)N(Cc3ccccc3)C(=O)[C@H]2[C@H]2CN=C(SCC(=O)c3ccccc3)N21
    2%	25	20%	-2%	/	-7%	-3%[46.1 µM]	-7%	-1%	3%	1%
> CCn1cc(CCC(=O)NCc2cccc(OC)c2OC)c2ccccc21
    -5%	-8	?	-26%	-1%	2%	3%	-4%	-3%	-8%	5%
